NCI-60 one-dose screen, 48 h, at 10 µM unless noted. Numbers give growth in % (100 = growth as untreated, 0 = no growth, -100 = all killed).
HCC-2998: HCC-2998 colon cancer; 4.7% of 79,000 active
SNB-75: SNB-75 CNS cancer; 5% of 79,000 active
SF-295: SF-295 CNS cancer cells | AID 1794758 | 5.6% of 79,000 active
HCT-116: HCT-116 colon cancer; AID 1794798; 7.3% of 82,000 active
HCT-15: HCT-15 colon cancer; AID 1794746; 5.2% of 82,000 active
SF-539: SF-539 CNS cancer; 6.8% of 81,000 active
SW-620: SW-620 colon cancer. AID 1794795. 5.2% of 82,000 active
KM12: KM12 colon cancer cells; 5% of 82,000 active; AID 1794800
SNB-19: SNB-19 CNS cancer cells; 2.5% of 81,000 active
* marks the source's active call; other numbers are inactive results; · = not tested or not shown; & = joins results of further samples; ! = a repeat was not active; [ ] = remark or other dose. How the source made its calls: active means growth percent below 10; inactive means the rest. Hits appear at their usual frequency; 11% or so of the library scored in one or more.

Results follow in this order: HCT-116, SF-539, KM12, SW-620, SF-295, HCT-15, SNB-75, SNB-19, HCC-2998
COc1ccc(/C=C/c2cc(/C=C/c3ccc(OC)c(OC)c3OC)on2)c(OC)c1OC
    75, 91, 100, 106, 89, 96, 86, 94, 96
COc1nc(OC)nc(-c2cc(-c3ccc(Br)cc3)no2)n1
    91, 106, 106, 107, 106, 102, 107, 101, 110
Cc1cc2nc(-c3ccccc3)c(-c3ccccc3)nc2cc1C
    91, 109, 104, 99, 90, 98, 114, 104, 104
CCCCNC(=S)NNC(=O)c1ccc(OCc2nc3ccc(Cl)cc3[nH]2)cc1
    70, 84, 76, 107, 75, 73, 98, 82, 106
CCS(=O)CC
    106, 105, 109, 107, 100, 107, 114, 123, 105
Cc1nc(-c2cc3ccccc3oc2=O)ccc1C(=O)/C=C/c1ccccc1
    98, 96, 104, 99, 101, 98, 91, 93, 102
C/C=C(/C(=O)NC(N)=O)C(C)C
    99, 115, 91, 95, 108, 110, 120, 110, 115
CC1=CC(=NC(=O)CBr)C=C/C1=N\S(=O)(=O)c1ccccc1
    23, 92, 106, 17, ·, 37, 68, 98, 110
Cc1ccc(C)c(OCCCC(C)(C)C(=O)O)c1
    102, 96, 115, 116, 101, 95, 102, 112, 104
CCOC(=O)c1c(C)nn(CC(O)c2ccccc2)c1NC(=O)Nc1ccc(F)cc1 (stereo not given)
    91, 93, 78, 89, 84, 88, 76, 89, 89
O=C(/C=C/c1cc(=O)c2ccccc2o1)CC(=O)/C=C/c1cc(=O)c2ccccc2o1
    102, 114, 107, 108, 102, 99, 81, 99, 113
NC(N)=NC(N)=Nc1ccc(Cc2ccc(N=C(N)N=C(N)N)cc2)cc1
    90, 92, 103, 102, 99, 97, 84, 104, 96
Cc1csc(NC(c2ccccc2)c2c(C)nc3ccccn23)n1 (stereo not given)
    91, 101, 100, 96, 87, 100, ·, 94, 105
CC(C)(O)/C=C/C(C)(C)O
    93, 106, 116, 105, 95, 91, 101, 105, 113
Cc1ccc(N/N=C/c2cn(-c3ccc(C(=O)O)cc3)nc2-c2cc3ccccc3oc2=O)cc1
    102, 99, 101, 101, 101, 101, 89, 97, 102
O/N=C\c1c(O)ccc2ccccc12
    106, 107, 110, 84, 105, 106, 87, 104, 94
COc1ccc(/C=C2\N=C3Sc4cc(Cl)ccc4C(=O)N3C2=O)cc1
    104, 99, 104, 97, ·, 102, 77, 101, 118
COc1ccc2oc(=O)cc(C3C(C#N)=C(N)Oc4cc5ccccc5cc43)c2c1 (stereo not given)
    97, 101, 103, 109, 101, 99, 98, 99, 98
CCCCCCCCCCCCCCCCCCOP(=O)([O-])OC1CC[N+](C)(C)CC1
    -42*!, 4.2*!, -95*, 25&46, 0.5*!, -68*, -42*!, -65*, -76*
S=c1[nH]nc(-c2cccc(Cl)c2Cl)n1-c1ccc(Cl)cc1
    100, 102, 100, 98, 99, 107, 93, 99, 110
CC(C)(Oc1ccccc1)C(=O)O
    95, 94, 97, 99, 107, 104, 86, 97, 99
Cc1ccc2c(c1)/C(=N/c1nc(-c3ccc(Br)cc3)cs1)C(=O)N2
    84, 97, 98, 102, 95, 98, 84, 98, 110
COc1ccc(OC)c(-c2nc3sc(-c4cn(C)c5ccccc45)nn3c2C=O)c1
    96, 98, 101, 100, 99, 91, 108, 94, 100
CC[C@]12C=CCN3CC[C@@]4(c5ccc(OC)cc5N(C)[C@H]4[C@@](O)(C(=O)OC)[C@@H]1OC(=O)CCC(=O)N[C@H](Cc1c[nH]c4ccccc14)C(=O)OC)[C@@H]32
    3.6*[100 µM], -57*[100 µM], -35*[100 µM], -51*[100 µM], -38*[100 µM], -24*[100 µM], -69*[100 µM], -51*[100 µM], -43*[100 µM]
Oc1cccc(-c2nc(-c3nnc(Nc4ccc(Br)cc4)o3)cc3c2[nH]c2ccccc23)c1
    53, 100, 53, 76, 86, 73, 115, 108, 88
NS(=O)(=O)c1ccc(N2N=C(c3ccc(F)cc3)CCC2=O)cc1
    99, 100, 104, 104, 94, 95, 90, 106, 111
O=C1[C@@H]2Cc3c([nH]c4ccccc34)[C@H](c3c(Cl)cccc3Cl)N2C(=O)CN1C1CCN(Cc2c(F)cccc2F)CC1
    16, 52, 74, 72, 101, 52, ·, 82, 64
Nc1nc2c(nnn2Cc2ccc(Cl)c(Cl)c2)c(=O)[nH]1
    104, 98, 90, 100, ·, 99, 90, 95, 116
COc1cc2c(c(OC)c1OC)C(=O)CC(c1cccc(NC(=O)[C@@H](N)C(C)C)c1)O2 (stereo not given in full)
    99, 95, 107, 107, 97, 100, 92, 94, 98
Cc1cc(NS(=O)(=O)c2ccc(Nc3nc(/C=C/c4ccc([N+](=O)[O-])cc4)nc4ccccc34)cc2)no1
    100, 97, 96, 102, 98, 92, 97, 103, 101

2 consecutive records from above, quoted:
Results follow in this order: HCT-116, SF-539, KM12, SW-620, SF-295, HCT-15, SNB-75, SNB-19, HCC-2998
COc1cc2c(c(OC)c1OC)C(=O)CC(c1cccc(NC(=O)[C@@H](N)C(C)C)c1)O2 (stereo not given in full)
    99, 95, 107, 107, 97, 100, 92, 94, 98
Cc1cc(NS(=O)(=O)c2ccc(Nc3nc(/C=C/c4ccc([N+](=O)[O-])cc4)nc4ccccc34)cc2)no1
    100, 97, 96, 102, 98, 92, 97, 103, 101

The listing picks up with the four entries that preceded the break.
Results follow in this order: HCT-116, SF-539, KM12, SW-620, SF-295, HCT-15, SNB-75, SNB-19, HCC-2998
O=C1[C@@H]2Cc3c([nH]c4ccccc34)[C@H](c3c(Cl)cccc3Cl)N2C(=O)CN1C1CCN(Cc2c(F)cccc2F)CC1
    16, 52, 74, 72, 101, 52, ·, 82, 64
Nc1nc2c(nnn2Cc2ccc(Cl)c(Cl)c2)c(=O)[nH]1
    104, 98, 90, 100, ·, 99, 90, 95, 116
COc1cc2c(c(OC)c1OC)C(=O)CC(c1cccc(NC(=O)[C@@H](N)C(C)C)c1)O2 (stereo not given in full)
    99, 95, 107, 107, 97, 100, 92, 94, 98
Cc1cc(NS(=O)(=O)c2ccc(Nc3nc(/C=C/c4ccc([N+](=O)[O-])cc4)nc4ccccc34)cc2)no1
    100, 97, 96, 102, 98, 92, 97, 103, 101
COc1cc(/C=C\C(=O)O)cc(Cl)c1O
    103, 94, 91, 109, 107, 106, 90, 102, 104
O=C1c2ccc3c4c(ccc(c24)C(=O)N1CCCNCc1ccccc1Cl)C(=O)N(CCCNCc1ccccc1Cl)C3=O
    -6.9*, -68*, -73*, -83*, -52*, -46*, -98*, -77*, -85*
Cc1nc2ccccc2c(=O)o1
    105, 99, 109, 101, 109, 98, ·, 109, 105
CCOC(=O)c1sc2ccc(NCc3cnc[nH]3)cc2c1NC(=O)c1ccccc1
    105, 98, 106, 98, 97, 99, 82, 90, 118
COc1ccc(/C(C)=N/NC(=O)COc2ccc3c(C)c(Cc4ccccc4)c(=O)oc3c2C)cc1OC
    105, 102, 105, 97, 104, 111, 92, 99, 109
COc1ccc(/C=C/C(=O)/C=C(/C=C/c2ccc(OC)c(OCc3ccccc3)c2)OB(F)F)cc1OCc1ccccc1
    83, 101, 98, 113, 92, 96, 87, 93, 109
Nc1c(I)cc(C(=O)O)cc1I
    99, 96, 103, 94, 102, 98, 99, 108, 104
O=C1c2ccccc2C(=O)c2c1ccc1c(=O)[nH]nnc21
    89, 104, 106, 97, 98, 86, 111, 92, 106
COc1cc2c(=O)ccn(-c3ccc(N)cc3)c2cc1OC
    103, 92, 100, 99, 111, 115, 100, 101, 114
C=CC(=O)NCCOc1cccc(Nc2cc(NCCCNC(=O)C3CCC3)c(Br)cn2)c1
    5.0*, -58*, 5.8*, 2.3*, 2.8*, 1.4*, -69*, 5.4*, -44*
Cc1ccc(C)c2c1[nH]c1ccccc12
    96, 101, 104, 105, 127, 104, 111, 101, 95
Nc1nc(Cl)cc(=O)[nH]1
    111, 98, 126, 104, ·, 97, 98, 110, 103
COc1cc2nc(N3CCN(C)CC3)nc(Nc3cc(C)[nH]n3)c2cc1OC
    98, 103, 97, 100, 98, 98, 47, 101, 107
C[N+](C)(Cc1ccccc1)Cc1ccccc1
    103, 108, 119, 114, 112, 111, 99, 103, 104
CCOC(=O)c1c(C)oc2ncnc(N3CCN(C(=O)COc4ccc(SC)cc4)CC3)c12
    92, 93, 96, 102, 88, 96, 83, 98, 110
COc1cc(NCC(=O)Nc2cc(Nc3cccc(F)c3)ncn2)c(Cl)c(OC)c1Cl
    96, 99, 102, 21, 88, 101, 86, 108, 110
COc1cc2ccc(CC#N)cc2cc1OC
    102, 100, 97, 112, 97, 97, 100, 108, 96
CC12CCC(/C(=N/O)C1=O)C2(C)C (stereo not given)
    105&99, 106&104, 106&102, 97&99, 106&114, 111&101, 88&97, 104&92, 120&119
COc1ccc(Nc2nc(C)c(C(=O)O)s2)cc1
    80, 93, 90, 87, 91, 83, 87, 88, ·
Nc1c(C(=O)Nc2ccccn2)sc2nc3c(cc12)C(O)CCC3 (stereo not given)
    30, 8.4*, 18, 22, 4.9*, 23, 13, 21, 71
CN1CCN(C(=O)[C@@]2(C)CC[C@]3(C)CC[C@]4(C)C(=CC(=O)[C@@H]5[C@@]6(C)CCCNC(C)(C)[C@@H]6CC[C@]54C)[C@@H]3C2)CC1
    91, 92, 105, 93, 104, 81, 101, 100, 97
N#Cc1c(NC(=O)c2ccc(C(F)(F)F)c(Cl)c2)sc2c1CCC(=O)C2
    -45*, -88*, -28*, -57*, -89*, -62*, -38*, -55*, -74*
CC(N)C(Cc1ccc(Cl)cc1)c1ccccc1 (stereo not given)
    85, 88, 96, 90, 88, 103, 73, 92, 89
O=C1C(Cl)=C(Nc2cccc(C(F)(F)F)c2)C(=O)N1c1ccc(F)cc1
    94, 76, 98, 94, 96, 93, 64, 91, 93
O=C(CCN1C(=O)CCC1=O)Nc1ncc(Cc2ccc(F)cc2)s1
    107, 99, 115, 109, 109, 105, 93, 99, 105
COc1cc(CNC(=O)Cc2ccccc2)ccc1OCc1cn(-c2cccc(Cl)c2)nn1
    96, 96, 101, 107, 97, 98, 85, 103, 100
O=C(O)C1CC2CCC1CC2 (stereo not given)
    102, 112, ·, 98, 103, 102, 104, 108, 112
O=Cc1cccc(OCc2cn(CC(=O)Nc3nc4ccccc4s3)nn2)c1
    104, 91, 103, 99, 100, 111, 85, 96, 102
